EP2 modulator – modulates human prostaglandin E2 receptor EP2 signaling; P43116; EP2-expressing cells, cAMP HTRF FRET, PGE2 co-stimulation; 260,000 compounds, 0.83% hits; induction, % at 25 µM;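 active = compounds whose cAMP rise, as percent of the full-agonist control response, exceeds 60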;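 note: rat C6 glioma line stably carrying human EP2 under a CMV promoter; the protocol text gives 20 µM as final concentration; 100% = response of wells given 1 µM PGE2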
Target sequence (P43116 whole entry, looked up): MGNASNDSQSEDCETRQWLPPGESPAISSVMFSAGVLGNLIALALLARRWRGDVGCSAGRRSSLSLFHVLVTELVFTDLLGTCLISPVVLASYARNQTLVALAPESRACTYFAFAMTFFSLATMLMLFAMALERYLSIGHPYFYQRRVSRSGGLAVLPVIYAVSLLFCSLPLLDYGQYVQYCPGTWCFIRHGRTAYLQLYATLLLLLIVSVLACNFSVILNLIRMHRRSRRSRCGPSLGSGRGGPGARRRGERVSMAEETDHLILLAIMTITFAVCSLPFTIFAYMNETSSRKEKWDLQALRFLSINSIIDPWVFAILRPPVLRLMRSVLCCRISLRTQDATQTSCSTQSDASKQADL
EP2 antag – EP2 receptor (human) inhibition; P43116; C6 glioma cells expressing human EP2, cAMP TR-FRET; cells stimulated with saturating PGE2; inhibition, % at 25 µM; 260,000 compounds, 0.52% hits; AID 1422;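 active = percent inhibition above 40 after rounding to a whole number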;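 note: rat C6 glioma host cells with rolipram phosphodiesterase inhibitor present; the protocol text gives 20 µM as final concentration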
* = called active by the depositor.

The first 3 records (preview)
SMILES	EP2 modulator	EP2 antag
CCn1c(SCC(=O)Nc2ccc(C)c(C)c2)nnc1-c1cccnc1	20	10
CCC(=O)N1CCN(c2ccc(NC(=O)c3ccc(C)cc3Cl)cc2)CC1	-54	13
Cc1cc(NC(=O)c2ncoc2-c2ccc(F)cc2)n(Cc2ccccc2)n1	-21	2

The whole of this part, from the start:
SMILES	EP2 modulator	EP2 antag
CCn1c(SCC(=O)Nc2ccc(C)c(C)c2)nnc1-c1cccnc1	20	10
CCC(=O)N1CCN(c2ccc(NC(=O)c3ccc(C)cc3Cl)cc2)CC1	-54	13
Cc1cc(NC(=O)c2ncoc2-c2ccc(F)cc2)n(Cc2ccccc2)n1	-21	2
COc1ccc(-n2c(C)nnc2SCC(=O)Nc2ccc(C)c(Cl)c2)cc1	2	13
O=C(NCc1ccc2c(c1)OCO2)[C@H]1C=CCN1C(=O)c1cccs1	1	11
CN(C)c1cccc(C(=O)N2CCC(Nc3nc4c(c(=O)[nH]3)CCCC4)CC2)c1	2	9
CCOC(=O)c1cc(-c2ccc(N(CC)CC)cc2)no1	-10	7
CC(C)(C)c1ncc(C(=O)NC(c2ccccc2)c2cccnc2)cn1 (configuration not stated)	2	-1
Cc1cc2c(cc3c(=O)n(CC(=O)NCc4ccco4)nc(C)n32)o1	15	4
CC(C)c1ccc2nc(SCC(=O)N3CCc4ccccc43)c(C#N)cc2c1	27	12
COCCN1C(=O)C(=O)/C(=C(\O)c2ccc(C)cc2)C1c1cccnc1 (configuration not stated)	0	11
O=C(c1ccccc1F)[C@H]1CCCN(C(=O)c2cc(-c3ccc4c(c3)OCO4)on2)C1	-50	10
CCOCCCNC(=O)C(=O)NCC1CCCO1 (configuration not stated)	-10	5
COc1ccc(-c2nn(Cc3ccncc3)c(=O)o2)c2ccccc12	-60	6
COc1cccc(C(=O)N2CCN(Cc3cccc(Cl)c3)CC2)c1OC	-19	14
Cc1cccc(Cn2c(N)nc3c2c(=O)[nH]c(=O)n3C)c1	8	10
O=C(O)C(=O)Nc1ccccn1	-1	6
O=C(CCn1nnc2ccccc21)NC1(c2ccc(F)cc2)CCCC1	-6	6
CCn1c(=O)c2ccccc2n2c(SCC(=O)N3CCCCCC3)nnc12	-8	7
Cc1cccc(NC(=O)C(C)n2cnc3ccccc3c2=O)c1 (configuration not stated)	-83	6

An excerpt of these results, field by field.
> CCn1c(SCC(=O)Nc2ccc(C)c(C)c2)nnc1-c1cccnc1
  EP2 modulator: 20	EP2 antag: 10

> CCC(=O)N1CCN(c2ccc(NC(=O)c3ccc(C)cc3Cl)cc2)CC1
  EP2 modulator: -54	EP2 antag: 13

Further entries follow:
SMILES	EP2 modulator	EP2 antag
COc1cc(NS(=O)(=O)c2ccc(N/C=C\C(=O)c3cccc4ccccc34)cc2)nc(OC)n1	-74	14
CCC(CC)C(=O)N1CCN(c2ccccc2F)CC1	-15	10
CC(C)(C)C(=O)NC(Cc1c[nH]c2ccccc12)C(=O)O (configuration not stated)	-30	8
NC(=O)CSc1nnc2c3c4c(sc3nc(C3CC3)n12)CCCC4	9	14
CC1(C)Cc2ccccc2/C(=C/C(=O)N2CCOCC2)N1	0	15
CCc1ccc2[nH]c(=O)c(CN(CCCN3CCOCC3)C(=O)NC3CCCCC3)cc2c1	9	8
C=CCN1CCN(C(c2ccc(OC)c(OC)c2)c2nnnn2Cc2ccc(OC)cc2)CC1 (configuration not stated)	-29	5
CN1CCN(C(=O)C(=O)Nc2ccccn2)CC1	9	12
N[C@@H](CC(=O)O)C(=O)O	36	11
CCn1ncc(CN(Cc2ccc(OC)cc2OC)CC2CCCO2)c1C (configuration not stated)	10	7
COc1ccccc1C(=O)N(Cc1cc2cccc(C)c2[nH]c1=O)C1CCCC1	-33	8
COc1cc2[nH]c(=O)c(C(=O)Nc3ncccc3C)c(O)c2cc1OC	-12	4
Cc1cc(C)cc(N(CC(=O)Nc2ccc3c(c2)OCCO3)S(C)(=O)=O)c1	-11	5
Cc1cc2oc(C(=O)NC(c3ccccc3)c3ccnn3C)cc(=O)c2cc1C (configuration not stated)	-17	8
Cc1ccccc1OCC(=O)Nc1sc(C(=O)N2CCCC2)c(C)c1C#N	-22	4
CC(C)OC(=O)c1ccc(COC(=O)CNC(=O)c2ccco2)cc1	-14	9
CC1(C)CC(=O)C2=C(C1)Nc1ncnn1C2c1cccnc1 (configuration not stated)	-1	14
COc1ccc(NC(=O)c2ncoc2-c2ccccc2C(F)(F)F)c(OC)n1	11	6
CCC1OC(=O)[C@H](C)C(=O)[C@H](C)[C@@H](OC2O[C@H](C)C[C@H](N(C)C)[C@H]2O)[C@](C)(OC)C[C@@H](C)C(=O)[C@H](C)[C@H]2N(CCCCn3cnc(-c4cccnc4)c3)C(=O)OC12C (some centres not stated)	0	8
COCCn1c(SCC(=O)NC2CCCCC2)nnc1-c1ccncc1	-18	15

The closing 7 records of the section above open the next one.
SMILES	EP2 modulator	EP2 antag
Cc1cc2oc(C(=O)NC(c3ccccc3)c3ccnn3C)cc(=O)c2cc1C (configuration not stated)	-17	8
Cc1ccccc1OCC(=O)Nc1sc(C(=O)N2CCCC2)c(C)c1C#N	-22	4
CC(C)OC(=O)c1ccc(COC(=O)CNC(=O)c2ccco2)cc1	-14	9
CC1(C)CC(=O)C2=C(C1)Nc1ncnn1C2c1cccnc1 (configuration not stated)	-1	14
COc1ccc(NC(=O)c2ncoc2-c2ccccc2C(F)(F)F)c(OC)n1	11	6
CCC1OC(=O)[C@H](C)C(=O)[C@H](C)[C@@H](OC2O[C@H](C)C[C@H](N(C)C)[C@H]2O)[C@](C)(OC)C[C@@H](C)C(=O)[C@H](C)[C@H]2N(CCCCn3cnc(-c4cccnc4)c3)C(=O)OC12C (some centres not stated)	0	8
COCCn1c(SCC(=O)NC2CCCCC2)nnc1-c1ccncc1	-18	15
COc1ccc(S(=O)(=O)N(Cc2ccc3c(c2)OCO3)Cc2cc3ccc(C)cc3[nH]c2=O)cc1	18	9
Cc1ccc(CN(C(=O)c2csnn2)C(C(=O)NC(C)(C)C)c2ccncc2)cc1 (configuration not stated)	-23	6
COc1ccc(CNC(=O)c2cc3n(n2)C(C(F)(F)F)CC(c2ccc4c(c2)OCO4)N3)cc1 (configuration not stated)	-10	11
Cc1nn(C)cc1-c1nc2cnccn2c1NC(C)(C)C	-19	11
CCc1ccc2[nH]c3nc(SCC(=O)Nc4ccc5c(c4)OCO5)nnc3c2c1	-24	10
CC1(C)[C@@H]2CC[C@@]1(CS(=O)(=O)Nc1ccccc1)C(=O)C2	24	51*
O=C(CCn1cnc2ccccc21)N1CC[C@@H](c2ccccc2)[C@H](O)C1	-32	6
CCOc1ccc2nc(SCC(=O)N3c4ccccc4CC3C)c(C#N)cc2c1 (configuration not stated)	33	8
CN(C)CCCn1c2c3ccccc3ccc2c2oc(=O)c3ccccc3c21	-5	74*
N=C(c1ccc2ccccc2c1)c1ccccc1Cc1ccccc1	27	29
COC(=O)c1c(NC(=O)c2ccccc2OC)sc(C(=O)NC2CCCCC2)c1C	-9	0
C=CCNC(=O)CSc1nnc2c3cc(OC)ccc3n(C)c2n1	-270	11
COc1ccccc1C1(O)CCN(CC(O)c2ccc(Cl)c(Cl)c2)CC1 (configuration not stated)	-96	10
COc1ccccc1[C@@H]1C[C@H](O)C(=O)N1C	-3	6
COC(=O)C1C(=O)C2=C(CC1C)Nc1ccccc1NC2c1coc2ccc(C)cc2c1=O (configuration not stated)	-16	11
CCc1cc2cc(C)c(C)cc2nc1SCC(=O)Nc1c(C)[nH]c(=O)[nH]c1=O	9	12
O=C(CN1CCCCC1)Nc1ncc(Cc2ccccc2Cl)s1	-61	10
COCCCNC(=O)c1sc2ccccc2c1Cl	-34	7
Cc1ccc2c(c1)nnn2C1CCN(C(=O)c2ccccc2)CC1	-21	15
CC(=O)Nc1ccc(C)c(NC(=O)CSc2nc(N)cc(N)n2)c1	-5	12

Three compounds already listed, arranged by the value under EP2 modulator, low to high.
compound | EP2 modulator
COc1ccccc1C1(O)CCN(CC(O)c2ccc(Cl)c(Cl)c2)CC1 (configuration not stated) | -96
COCCCNC(=O)c1sc2ccccc2c1Cl | -34
Cc1ccc2c(c1)nnn2C1CCN(C(=O)c2ccccc2)CC1 | -21

Further entries follow:
SMILES	EP2 modulator	EP2 antag
CCOc1cc(C2C(C#N)=C(N)Oc3n[nH]c(C)c32)ccc1OC(C)C (configuration not stated)	-49	17
COc1ccc(-n2c(SCC(=O)Nc3ccc(C)cc3)nnc2-c2cccnc2)cc1	4	7
Cc1n[nH]c(C)c1CCC(=O)N1C[C@H](C(=O)O)[C@@H](c2ccc(F)cc2)C1	-12	5
COc1cc(NC(=O)CN2c3cccc4cccc(c34)S2(=O)=O)c(OC)cc1Cl	-43	10
CCC(C)NC(=O)c1cc2nc(-c3ccco3)cc(C(F)(F)F)n2n1 (configuration not stated)	-9	8
COc1ccc(NC(=O)C2CCN(C(=O)c3ccccc3Cl)CC2)c(OC)c1	-6	14
CCCc1nc2ccccc2n1CC(O)COC1CC=CCC1 (configuration not stated)	-1	11
Cc1nc2c(c(=O)[nH]1)CCN(Cc1cn(CC(=O)O)c3ccccc13)C2	-12	9
C[C@@H]1CC[C@@]2(OC1)O[C@H]1CC3C4CC[C@H]5C[C@@H](O)CC[C@]5(C)C4CC[C@]3(C)[C@H]1[C@@H]2C (some centres not stated)	9	12
COc1ccc(C(C(=O)NC2CCCC2)N(Cc2ccco2)C(=O)c2ccco2)cc1 (configuration not stated)	-5	10
COC(=O)C1=CNC=C(C(=O)OC)C1c1cccc(Cl)c1Cl	11	13
CN(C(=O)Cn1nc(-c2ccoc2)oc1=O)C1CCCCC1	5	5
Cc1ccc(C(=O)Nc2sc3c(c2C(N)=O)CCC3)cc1Cl	-25	16
CCC(C)(C)NC(=O)C(c1ccc(C)o1)N(C(=O)Cn1nnc2ccccc21)c1cccc(F)c1 (configuration not stated)	53	12
O=C(CSc1nc2ccccc2cc1Cc1ccccc1)Nc1nccs1	64*	18
COc1ccc(-c2csc(N(CCCN(C)C)C(C)=O)n2)cc1	-21	10
COC(=O)CCCCCN1C(=O)/C(=C/c2ccc(OC)cc2)SC1=S	-16	13
CC(Oc1ccc(Cl)cc1Cl)C(=O)Nc1ccc(N2CCOCC2)cc1 (configuration not stated)	23	16
COc1ccc(C2(O)CCN(CCNC(=O)Cc3ccc(F)cc3)CC2)cc1	-24	4
CCN(CC)S(=O)(=O)c1ccc(S(=O)(=O)N2CCC(c3nc4ccccc4[nH]3)CC2)cc1	0	13
CCCc1nnc(NC(=O)CC(C)c2ccccc2)s1 (configuration not stated)	-21	4
Cc1ccccc1C1(O)CCN(Cc2cnn(Cc3ccccc3)c2C)CC1	-48	11
COCCn1c(SCC(=O)Nc2ccc(N(C)C)cc2)nnc1-c1ccco1	-11	23
COc1ccc(C(=O)Oc2ccc(Cl)c3cccnc23)cc1	-56	12
CCOc1ccc2ccc(OCC)c(C3C(C#N)=C(N)Oc4n[nH]c(C)c43)c2c1 (configuration not stated)	-18	4
Cn1c(=O)c2c(nc(NCCCn3ccnc3)n2Cc2cccc3ccccc23)n(C)c1=O	7	16
O=C(Nc1ccc(Br)cc1)c1cccc(OC(=S)N2CCOCC2)c1	-92	12
COc1ccc(-n2c(Cc3ccccc3)nnc2SCC(N)=O)cc1	-4	3
COc1ccc(NC(=O)CSc2nnc(-c3ccccc3C)n2C)c(OC)c1	-12	9
CCc1ccc2[nH]c(=O)c(CN(CC3CCCO3)C(=S)Nc3ccc(F)cc3)cc2c1 (configuration not stated)	8	7
COc1ccc(N2CC(C(=O)Nc3cc(C(C)(C)C)ccc3OC)CC2=O)cc1 (configuration not stated)	24	10
CCC(CN1CCCCC1)NC(=O)Cc1sc(C)nc1-c1ccccc1 (configuration not stated)	-39	5
CCOc1ccc(S(=O)(=O)N2CCCC(C(=O)Nc3ccc(C)c(F)c3)C2)cc1 (configuration not stated)	-22	7
Cn1c(=O)oc2cc(S(=O)(=O)N3CCCC(CN4CCOCC4)C3)ccc21 (configuration not stated)	-19	6
O=C(CN(Cc1ccccc1F)C(=O)c1csnn1)NC1CCCC1	2	5
COc1cc(OC)cc(-c2nc(-c3ccc(-c4ccccc4)nc3OC)no2)c1	-14	9
Cc1nnc(NC(=O)COc2ccccc2C(C)(C)C)s1	19	6
COc1cc(C2NC(=O)NC(C)=C2C(=O)Nc2ccc(C)cc2C)cc(OC)c1OC (configuration not stated)	1	10
CCNC(=S)N(Cc1ccc(OC)cc1)Cc1cc2ccc(C)cc2[nH]c1=O	-20	12
COc1ncc(CN(CCCN(C)C)Cc2ccco2)cn1	0	9
CC(C)NC(=O)C1CCCN(S(=O)(=O)c2ccc(Cl)cc2)C1 (configuration not stated)	-44	5
Cc1cc(-c2nnc(SCC(=O)N3CCCC3)o2)no1	-2	6
Cc1cc(NC(=O)CSc2nc3cc4c(cc3cc2C)OCO4)no1	48	14
OCCCNc1ncnc2scc(-c3ccc(F)cc3)c12	-68	7
C=CCC(O)(CC=C)C1CCCN1Cc1ccnc(N2CCCC2)n1 (configuration not stated)	-25	11
Cc1cc(C(=O)O)on1	10	2
COc1ccc(N2CC(C(=O)OCC(=O)Nc3cc(C)cc(C)c3)CC2=O)cc1 (configuration not stated)	-69	2
COc1ccc(OCc2nnc(SCc3cc(=O)[nH]c4c(C)cc(C)cc34)o2)cc1	-75	12

These rows are one share of the data; the hit share may differ from the screen's.
